Screening results deposited in PubChem by several laboratories.
CRFR2-BP ag – CRF-BP/CRF-R2 complex agonism. HEK293 CRF-R2/CRF-BP, calcium dye fluorescence (FLIPR); percent of saturating CRF peptide response. activation, % at 13.2 µM. actives 0.46% (n = 350,000). AID 588473;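 active = activation of at least 50%, plus an integration ratio under a set limit after plate pattern correction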;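 note: plate controls were neutral control wells without compound for no effect and CRF at EC100 for full effect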
TAAR1 antag – antagonists of human TAAR1; actives 1.5% (n = 360,000); CHO RD-HGA16 TAAR1, Fluo-8 calcium fluorescence, antagonist; inhibition, % at 3 µM; AID 624466; Q96RJ0;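 active = inhibition above a per-plate cutoff, the mean inhibition of test compounds on that plate plus 3 SD, cut at about 49% in these data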;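 note: 0% = DMSO plus EC80 beta-PEA response and 100% = DMSO alone without agonist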
Target sequence (Q96RJ0 whole entry, looked up): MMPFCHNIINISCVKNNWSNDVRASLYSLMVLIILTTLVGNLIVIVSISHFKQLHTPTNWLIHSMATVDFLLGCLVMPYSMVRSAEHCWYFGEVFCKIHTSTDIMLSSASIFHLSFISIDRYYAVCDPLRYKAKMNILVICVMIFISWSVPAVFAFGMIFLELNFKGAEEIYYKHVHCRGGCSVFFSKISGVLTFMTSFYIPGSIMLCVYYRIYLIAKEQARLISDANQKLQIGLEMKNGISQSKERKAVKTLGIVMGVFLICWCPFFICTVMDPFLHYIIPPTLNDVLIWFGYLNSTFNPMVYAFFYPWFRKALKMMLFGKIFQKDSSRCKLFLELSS
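Assay system: RD-HGA16 CHO cells with stable hTAAR1 and Gα16 / Reagent: EC80 β-phenethylamine stimulus / Doses: 3 µM, single point / Timing: dye loading 75 min at 37 °C, then 30 min room temperature / Measured by: Fluo-8 intracellular calcium dye fluorescence, real-time kinetic reads / Controls: vehicle wells and EC80 agonist wells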
M5 antag – antagonists of human muscarinic M5 receptor (CHRM5) | P08912 | CHO-hM5 cells, Fluo-8 calcium fluorescence, ACh EC80 | inhibition, % at 3 µM | actives 0.59% (n = 360,000);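 active = inhibition above a per-plate cutoff, the mean of that plate's test compounds plus 3 SD, cut at about 27% in these data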;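 note: 0% = acetylcholine EC80 with DMSO and 100% = DMSO without agonist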
M5 PAM – CHRM5 positive allosteric modulation. P08912. CHO-K1 hM5, Fluo-8 calcium, ACh EC20 PAM; 0% = ACh EC20, 100% = ACh EC100. activation, % at 3 µM. actives 0.3% (n = 360,000);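 active = activation above the run cutoff, the mean activation of all test compounds plus 3 SD, cut at about 18% in these data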
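Assay system: CHO-K1 hM5 cells / Incubation: Fluo-8 loading 80 min at 37 °C plus 30 min room temperature / Technique: Fluo-8 calcium dye fluorescence, kinetic read / Repeats: single replicate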
CHO-K1 Ca PAM – counter-screen for M1 PAMs: effect in parental CHO-K1 cells; activation, % at 3 µM; AID 602247; ATP EC20, Fluo-8 calcium fluorescence; 0% at ATP EC20, 100% at ATP max; actives 0.02% (n = 360,000);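 active = activation above the run cutoff, the mean activation of all test compounds plus 3 SD, cut at about 40% in these data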;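 note: peak over basal fluorescence ratio in a 140 s read after ATP addition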
CRFBP-R2 block – antagonists of CRF-binding protein/CRF-R2 receptor complex | inhibition, % at 11.8 µM | actives 0.59% (n = 350,000) | HEK293 CRF-R2/CRF-BP, CRF-induced calcium fluorescence;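 active = inhibition of the ligand-induced calcium signal above about 50% at the single tested concentration, limit read from the data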
TAAR1 ag – human TAAR1 agonism; CHO RD-HGA16 TAAR1, Fluo-8 calcium fluorescence; vehicle wells 0%, saturating PEA agonist 100%; actives 0.99% (n = 360,000); Q96RJ0; activation, % at 3 µM;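 active = activation above the mean activation of all test compounds in the run plus 3 SD, cut at about 38% in these data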
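Assay system – CHO-derived RD-HGA16 cells with stable Gα16 and human TAAR1 · Compound dosing – one-point dosing at 3 µM (nominal) · Incubation – 17-24 h seeding, 75 min 37 °C dye, 30 min RT · Measured by – kinetic Fluo-8 calcium fluorescence · Control set – DMSO vehicle as 0%, PEA at EC100 as 100% · Repeats – single well for each compound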
M4 PAM – CHRM4 positive allosteric modulation; P08173; CHO-K1 hM4/Gqi5, Fluo-8 calcium fluorescence, ACh EC20; 0% = ACh EC20, 100% = maximal ACh; activation, % at 3 µM; actives 0.4% (n = 360,000); AID 624126;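 active = activation above its plate's cutoff, the mean activation of sample wells plus 3 SD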; note: some results filed as inactive read as strong as hits
Target sequence (P08173 whole entry, looked up): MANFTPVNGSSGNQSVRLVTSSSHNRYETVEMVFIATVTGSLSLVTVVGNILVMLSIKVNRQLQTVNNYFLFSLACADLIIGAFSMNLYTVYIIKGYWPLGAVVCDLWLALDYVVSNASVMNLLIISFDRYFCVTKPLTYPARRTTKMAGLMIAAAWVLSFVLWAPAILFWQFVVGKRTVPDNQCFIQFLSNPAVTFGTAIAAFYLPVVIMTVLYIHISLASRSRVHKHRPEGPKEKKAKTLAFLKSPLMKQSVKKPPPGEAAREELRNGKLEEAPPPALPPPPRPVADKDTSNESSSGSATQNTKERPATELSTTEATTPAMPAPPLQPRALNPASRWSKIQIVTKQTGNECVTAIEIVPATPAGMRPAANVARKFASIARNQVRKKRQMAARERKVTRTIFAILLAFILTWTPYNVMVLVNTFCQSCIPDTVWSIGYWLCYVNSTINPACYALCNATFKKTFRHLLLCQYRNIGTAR
M5 ag – agonists of human muscarinic M5 receptor (CHRM5) | actives 0.19% (n = 360,000) | activation, % at 3 µM | CHO-K1 hM5 cells, Fluo-8 calcium fluorescence; 0% DMSO wells, 100% maximal acetylcholine response | AID 624037 | P08912;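 active = activation above the run's mean over test compounds plus 3 SD, cut at about 23% in these data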;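 note: signal is peak over basal fluorescence ratio across the kinetic read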
* = called active by the depositor; x = no result given.

SMILES	CRFR2-BP ag	TAAR1 antag	M5 antag	M5 PAM	CHO-K1 Ca PAM	CRFBP-R2 block	TAAR1 ag	M4 PAM	M5 ag
CC(=O)OCC(=O)N1N=C(c2ccc3ccccc3c2)CC1c1ccccc1 (stereo not given)	-0.6	5	-10	3	18	3	6	3	2
O=C(C1CCCN(S(=O)(=O)c2cccc3nonc23)C1)N1CCN(c2ccccc2)CC1 (stereo not given)	-0.6	26	3	-10	5	-5	13	-8	2
Cc1cc(NC(=O)Nc2ccc(Cl)c(Cl)c2)no1	0.4	3	11	-24	-14	-12	17	-3	15
CC(C)Cc1ccc(C(C)CC2=CCC(CN(C)C)C2=O)cc1 (stereo not given)	3.9	51*	8	6	15	-25	3	-5	-4
COC(=O)C1CCN(S(=O)(=O)CCNC(=O)c2ccc3c(c2)OCO3)CC1	-0.2	-10	8	-3	-16	-9	3	3	0
CCN(CC)S(=O)(=O)c1cc(NC(=O)Cc2ccc(S(=O)(=O)N3CCOCC3)s2)ccc1Cl	3.3	31	13	-22	-18	0	14	-9	9
Cc1ccc(S(=O)(=O)N2CCCC2CNC(=O)C(=O)Nc2ccccc2)cc1 (stereo not given)	-1.1	-6	-1	-2	-7	3	3	-1	-1
Cc1ccc(NC(=O)CN(C)C(=O)Nc2ccc(C)cc2)cc1	-1.6	-2	-1	3	17	1	-3	0	-1
COc1ccc(CN2CCc3c([nH]c4ccccc34)C2)cc1Br	0.8	-52	0	-3	9	-18	16	-11	-22
COc1ccc(C2c3[nH]c4ccccc4c3C[C@H]3C(=O)N(c4ccccc4C(=O)N4CCC(C(=O)O)CC4)C(=O)N23)cc1 (stereo not given in full)	0.1	-19	1	2	-9	-3	4	-5	1
COc1cccc(C(=O)Nc2ccccc2-c2ccccc2)c1	-2.3	-22	2	-2	-4	10	5	4	-3
CCCCc1n[nH]c(=S)n1Cc1ccc(Cl)cc1	-0.9	-13	5	-11	16	-1	7	-9	-9
C[C@@H]1CC[C@@]2(O[C@@H](CCO)C[C@@H](O)[C@@H]2O)O1	-1.2	-5	5	-2	-6	8	7	0	5
Cc1cc(OCC(=O)NC(C)C)cc(C)c1Cl	-1.1	11	7	-12	8	-32	1	-1	-7
COCCN(CCOC)c1nc(-c2ccc(Cl)cc2)nc2ccccc12	0.1	42	8	-10	-21	-14	1	-8	-1
CC(Nc1ccccc1)c1cccnc1 (stereo not given)	0.4	22	0	6	18	10	8	1	-2
CN(C)S(=O)(=O)Oc1ccsc1C(=O)Nc1ccc(C(F)(F)F)cc1	0.7	12	3	-6	-6	-34	-1	-5	-3
CN(C)c1ccc(S(=O)(=O)NCC(=O)OCC(=O)Nc2cccc(Cl)c2)cc1[N+](=O)[O-]	0.1	-6	0	-5	18	6	5	-7	1
CC(=O)OC1OCCOC1NC(=S)NCc1ccco1 (stereo not given)	0.8	-17	-3	13	9	10	2	3	4
CS(=O)(=O)N(CC(=O)Nc1ccccc1C(=O)NCCc1ccccc1)c1ccc2c(c1)OCCO2	-0.2	35	-3	-9	0	18	10	-14	4
O=C1CCc2cc(S(=O)(=O)N3CCC(C(=O)NCCC4=CCCCC4)CC3)ccc2N1	0.6	-5	-3	0	-3	-5	4	-3	2
O=C(CN1CCN(C(c2ccccc2)c2ccccc2)CC1)N1CCN(c2ccccc2)CC1	-5.8	-36	11	-1	2	13	-1	-13	-16
CCCCOC(=O)CSC1=C(C#N)C(c2cccnc2)C(C(=O)OCC)=C(c2ccccc2)N1 (stereo not given)	0.0	26	3	-7	10	32	1	-6	-5
Cc1ccc2c(c1)nnn2C1CCN(CC(=O)N(c2ccccc2)c2ccccc2)CC1	-0.2	-27	6	-7	-12	36	0	-36	-13
CN(CC(=O)NCc1ccncc1)S(=O)(=O)c1cc(Cl)ccc1Cl	5.8	11	-1	0	5	-8	5	-4	-7
CCn1cc(C=O)c2cc(S(=O)(=O)N3CCOCC3)ccc21	4.2	-6	6	4	-9	21	0	-1	0
Cc1ccnc(NCc2ccc(Cl)cc2)c1	-0.5	-6	7	5	26	-9	-2	-6	-13
CC(=O)Nc1ccc(S(=O)(=O)Nc2c(C)n(C)n(-c3ccccc3)c2=O)cc1	-2.1	-15	0	1	13	-1	8	2	-2
COCCNc1nc(Nc2ccc(F)cc2)c2sccc2n1	x	19	13	-7	4	x	3	-4	3
Cc1cc(NC(=O)Nc2ccccc2F)ccc1Br	-3.3	66*	37*	-18	-13	-4	14	-16	0
COc1cc(NC(=S)N2CCN(C/C=C/c3ccccc3)CC2)cc(OC)c1	-4.4	16	-4	-2	18	4	2	0	-2
CC1(C(=O)NCC(F)(F)F)CCN1C(=O)C1(c2ccccc2)CC1 (stereo not given)	x	-3	1	1	23	x	0	1	1
O=C(Nc1nc(-c2ccccn2)cs1)c1ccccc1-n1cnnn1	-1.0	-23	7	-1	-1	-6	-1	13	1
CCOC(=O)C1CCN(C(=O)c2cccc(S(=O)(=O)N(CC)c3ccccc3)c2)CC1	-0.5	1	9	0	1	-2	9	5	-1
O=C(NCc1cccnc1)c1c[nH]c2cc3c(cc2c1=O)OCCO3	-4.9	6	6	-4	9	-3	2	4	-2
CCc1ccc(NC(=O)c2cccc(NC3=NC4CS(=O)(=O)CC4S3)c2)cc1 (stereo not given)	-1.1	-17	3	-1	18	5	1	-5	2
CCN1CCN(S(=O)(=O)c2cccc3nsnc23)CC1	3.9	-24	5	-3	-2	10	13	6	-3
COc1ccc(CCNc2oc(COc3ccc(Br)cc3)nc2C#N)cc1OC	-5.0	93*	18	-22	-14	14	5	-15	1
CCN1CCN(C(=S)NCc2ccc(C)cc2)CC1	-0.6	-8	1	4	21	-14	6	11	-5
COc1cccc(C2C(C#N)=C(N)N(N(C)C)C3=C2C(=O)CCC3)c1 (stereo not given)	-0.2	-13	-9	8	13	17	2	-4	0
F[B-](F)(F)c1cc2cc(Br)ccc2s1	2.6	x	-2	-2	3	15	x	6	2
Cc1ccn2c(=S)[nH]nc2c1	-0.4	-6	3	-2	13	5	1	4	0
CC1CCCCN1S(=O)(=O)Cc1ccccc1Cl (stereo not given)	0.0	-6	-1	1	12	-1	2	-3	-2
CN(C)c1nc(Nc2ccc(Cl)cc2)nc(OCC#N)n1	0.0	58*	-4	-18	-10	-11	8	-3	-3
CCOC(=O)NC1(NC2CCCCC2)Oc2ccccc2O1	-0.3	3	11	-2	21	-5	4	-12	0
O=S(=O)(Nc1nnc(C2CCCCC2)s1)c1ccc(F)cc1	-0.3	-29	15	-7	9	0	0	3	-1
COc1ccc(S(=O)(=O)NCCCN2CCCC2=O)c(OC)c1	2.7	-17	17	-9	11	5	0	14	-3
C=C(C)COc1ccc2c(C)c(CC(=O)OC)c(=O)oc2c1C	-2.9	x	-3	9	6	19	x	5	0
CCCCSc1nc(SCC(=O)NCc2ccco2)c2c3c(sc2n1)COC(C)(CC)C3 (stereo not given)	2.6	14	5	-1	8	-13	2	-11	2
COc1cccc(C(c2c(N)[nH]c(=S)[nH]c2=O)c2c(N)[nH]c(=S)[nH]c2=O)c1	0.2	-18	1	5	16	1	3	2	3
C=CCSc1nnc2c(n1)OC(c1cccnc1)N(C(C)=O)c1ccccc1-2 (stereo not given)	-0.9	-4	4	7	25	-4	8	6	-10
CCc1nc2ccc(C(=O)NCCCn3ccnc3)cn2c1N(CC)Cc1cccc(Br)c1	x	-13	15	-6	-15	x	1	-5	-9
O=C(Nc1ccccc1N1CCCC1)C1CC(=O)N(Cc2ccccc2)C1 (stereo not given)	-2.6	-1	5	-3	-2	5	1	1	0
CC(C)C1C(=O)N(Cc2cn(CC3CCCCC3)nn2)CCS(=O)(=O)N1Cc1ccc(-c2ccc(Cl)cc2)cc1 (stereo not given)	0.7	-17	11	-2	14	-25	4	6	-1
O=C(C1=C[C@H](C2CCCCC2)C[C@H](OCCCCO)O1)N1CCN(Cc2ccc3c(c2)OCO3)CC1	-3.0	x	-9	8	-17	-13	x	3	-3
CCCc1cc(Nc2c(C)n(C)n(-c3ccccc3)c2=O)n2c(nc3ccccc32)c1C#N	0.5	-7	3	-3	20	19	3	5	-1
COc1ccc(C(=O)N2CCC(C(N)=O)CC2)cc1S(=O)(=O)N1CCCC1	1.5	-1	-18	17	13	-1	-3	14	2
CCC(=O)c1ccc(OCC(=O)OCC(=O)c2cc(C)n(CC3CCCO3)c2C)cc1 (stereo not given)	-0.2	-3	8	-7	4	15	3	-4	5
O=C(Nc1ccc(F)cc1)c1cccnc1NCCc1ccccc1	-0.2	9	1	-5	13	-10	1	-4	-3
CCc1nc2ccccc2c(C(=O)OCC(=O)NCCCN2CCCC2=O)c1C	-0.2	3	-4	-5	12	-14	1	4	-5

Reformatted: entries from further up
Results follow in this order: CRFR2-BP ag | TAAR1 antag | M5 antag | M5 PAM | CHO-K1 Ca PAM | CRFBP-R2 block | TAAR1 ag | M4 PAM | M5 ag
O=C(NCc1cccnc1)c1c[nH]c2cc3c(cc2c1=O)OCCO3
→ -4.9 | 6 | 6 | -4 | 9 | -3 | 2 | 4 | -2
CCc1ccc(NC(=O)c2cccc(NC3=NC4CS(=O)(=O)CC4S3)c2)cc1 (stereo not given)
→ -1.1 | -17 | 3 | -1 | 18 | 5 | 1 | -5 | 2
CCN1CCN(S(=O)(=O)c2cccc3nsnc23)CC1
→ 3.9 | -24 | 5 | -3 | -2 | 10 | 13 | 6 | -3
COc1ccc(CCNc2oc(COc3ccc(Br)cc3)nc2C#N)cc1OC
→ -5.0 | 93* | 18 | -22 | -14 | 14 | 5 | -15 | 1
CCN1CCN(C(=S)NCc2ccc(C)cc2)CC1
→ -0.6 | -8 | 1 | 4 | 21 | -14 | 6 | 11 | -5

Later entries
SMILES	CRFR2-BP ag	TAAR1 antag	M5 antag	M5 PAM	CHO-K1 Ca PAM	CRFBP-R2 block	TAAR1 ag	M4 PAM	M5 ag
Cc1c(NC(=O)CCN2C(=O)c3ccccc3C2=O)c(=O)n(-c2ccccc2)n1C	-0.1	-6	1	-2	4	1	-2	3	-1
COc1ccc(NC(=O)CSc2nnc(Cc3ccccc3)c(=O)n2N)cc1OC	-4.6	-22	4	-6	3	7	4	0	1
O=C(Nc1ccccc1F)NC1CCCc2ccccc21 (stereo not given)	0.1	-28	11	-7	23	-3	-1	-7	-4
CCCS(=O)(=O)N1CCCC(C(=O)NCc2ccc(C)cc2)C1 (stereo not given)	0.0	-1	10	-12	5	-3	18	0	0
CC(=O)c1c(C)[nH]c(C(=O)Nc2cccc(S(=O)(=O)N(C)c3ccccc3)c2)c1C	0.2	61*	11	-21	1	-109	17	-20	4

Given with values under each structure: part of the list above
Under each structure: CRFR2-BP ag	TAAR1 antag	M5 antag	M5 PAM	CHO-K1 Ca PAM	CRFBP-R2 block	TAAR1 ag	M4 PAM	M5 ag
> CCCS(=O)(=O)N1CCCC(C(=O)NCc2ccc(C)cc2)C1 (stereo not given)
→ 0.0	-1	10	-12	5	-3	18	0	0
> CC(=O)c1c(C)[nH]c(C(=O)Nc2cccc(S(=O)(=O)N(C)c3ccccc3)c2)c1C
→ 0.2	61*	11	-21	1	-109	17	-20	4
